Screening data from PubChem BioAssay.
Kir21 block: inhibitors of mouse Kir2.1 inward-rectifier potassium channel. AID 1672, 2009. HEK293-Kir2.1, FluxOR thallium flux fluorescence; stronger effect = lower value. Inward rectifier potassium channel 2 (Mus musculus), P35561. B-score at 10 µM. 0.85% of 310,000 active;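 active = fluorescence ratio B-score at or below minus 3 SD of library scores, with starting-brightness B-score within 2 SD, cut at about -4.2 in these data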;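 note: channel flux triggered by added potassium and thallium sulfate stimulus; B-score of peak minus minimum fluorescence over baseline after thallium stimulus; more negative B-score means stronger Kir2.1 block with less thallium influx; some compounds called inactive have numbers as strong as hits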
KCNQ2 block: KCNQ2 potassium channel inhibitors, primary screen, cell-based, CHO-K1, FluxOR thallium flux, B-score (AID 2156) | 20 min; stronger effect = lower value | B-score at 10 µM | 1.1% of 310,000 active;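 active = fluorescence ratio B-score at most minus 3 library SDs, with starting brightness B-score within 2 library SDs, cut at about -5.5 in these data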
Target sequence (O88943 whole entry, looked up): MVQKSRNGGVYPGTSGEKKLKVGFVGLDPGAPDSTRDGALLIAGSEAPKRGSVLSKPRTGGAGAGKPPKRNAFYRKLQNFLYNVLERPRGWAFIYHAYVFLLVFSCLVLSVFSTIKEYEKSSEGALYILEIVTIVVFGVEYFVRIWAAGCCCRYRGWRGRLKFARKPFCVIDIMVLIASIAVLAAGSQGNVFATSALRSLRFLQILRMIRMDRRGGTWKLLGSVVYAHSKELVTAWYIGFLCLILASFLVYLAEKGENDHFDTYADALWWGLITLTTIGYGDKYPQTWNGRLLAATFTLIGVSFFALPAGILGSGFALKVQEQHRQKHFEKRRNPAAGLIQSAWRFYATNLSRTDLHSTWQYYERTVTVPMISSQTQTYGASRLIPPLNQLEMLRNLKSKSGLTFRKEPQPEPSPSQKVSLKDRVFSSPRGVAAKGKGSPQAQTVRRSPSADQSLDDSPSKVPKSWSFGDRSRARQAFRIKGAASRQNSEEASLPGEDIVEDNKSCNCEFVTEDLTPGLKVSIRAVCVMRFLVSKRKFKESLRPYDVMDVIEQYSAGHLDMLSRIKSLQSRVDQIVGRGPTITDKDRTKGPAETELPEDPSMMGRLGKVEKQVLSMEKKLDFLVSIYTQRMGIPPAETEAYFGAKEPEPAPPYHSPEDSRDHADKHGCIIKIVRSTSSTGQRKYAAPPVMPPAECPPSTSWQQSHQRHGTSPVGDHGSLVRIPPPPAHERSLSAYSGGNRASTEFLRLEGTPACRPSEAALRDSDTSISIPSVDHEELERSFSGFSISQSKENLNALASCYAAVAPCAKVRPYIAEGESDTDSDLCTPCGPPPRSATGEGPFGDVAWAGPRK
Starred values were filed as active, the others as inactive; i = inactive.

SMILES,Kir21 block,KCNQ2 block
Cn1cnnc1SCC(=O)NC1CCCc2ccccc21 (stereo unspecified),-0.43,i
CC1C(=O)NC(=O)C1c1ccccc1 (stereo unspecified),-0.01,i
NC(=O)c1ccsc1NC(=O)c1ccc(S(=O)(=O)N2CCCc3ccccc32)cc1,1.1,i
O=C1S/C(=C\c2ccc(O)c([N+](=O)[O-])c2)C(=O)N1c1ccccc1Cl,-0.13,i
COC(=O)c1ccc(Sc2nnnn2-c2ccccc2)c([N+](=O)[O-])c1,-2.3,i
COc1ccc(CCNS(=O)(=O)c2cccs2)cc1,-0.01,i
CCN1CCN(C(=O)Nc2cccc(C(F)(F)F)c2)CC1,-0.01,i
CCCc1ccc(-c2c(C)sc(NC(=O)c3ccnn3C)c2C#N)cc1,-0.15,i
CCCCNC(=S)Nc1cc([N+](=O)[O-])ccc1C,-2.3,i
COC(=O)c1ccc(CN2CCCCC2)cc1,-0.43,i
COCCC(=O)Nc1c(-c2ccccc2)c2cc(Br)ccc2[nH]c1=O,-0.82,i
O=C(Nc1ccc2ccccc2c1)c1ccc(Br)o1,0.21,i
Cc1cc(-c2ccc(C)c(S(=O)(=O)N3CC(=O)Nc4ccccc43)c2)on1,-0.1,i
O=C(NCCCCc1ccccc1)c1cc([N+](=O)[O-])cc([N+](=O)[O-])c1,0.11,i
CCNc1nc(Oc2ccc(OC)cc2)cc(C(F)(F)F)n1,-1.6,i
CSCC[C@H](NS(=O)(=O)c1ccc(C)cc1)C(=O)N1CCC(C(=O)N[C@H](C(=O)O)c2ccccc2)CC1,1.2,i
CC(=O)NC(Cc1ccccc1C)C(=O)NC1CCN(c2ncccc2[N+](=O)[O-])CC1 (stereo unspecified),-1.7,i
CC1=CC(=C(C#N)c2nc3ccccc3s2)C=C(C)N1c1ccc(F)cc1,-2.1,i
CCc1ccccc1NC(=O)Nc1cccn(Cc2ccccc2F)c1=O,0.07,i
O=C(Cc1cccs1)Nc1cccc([N+](=O)[O-])c1,1.8,i
OC1CCCN(CC(O)COC(c2ccc(F)cc2)c2ccc(F)cc2)C1 (stereo unspecified),-1.2,i
c1ccc(C2=NN(c3ccccc3)C(c3ccco3)C2)cc1 (stereo unspecified),-0.8,i
CCOc1ccccc1NC(=O)CN1C(=O)COc2ccc(S(=O)(=O)N3CCOCC3)cc21,0.27,i
CCc1ccc(N(C(=O)C(F)(F)F)C(C(=O)NC2CCCCC2)c2ccncc2)cc1 (stereo unspecified),-0.26,i
CC(C)(C)NC(=O)c1ccc(Cn2cc(C(F)(F)F)ccc2=O)cc1,0.36,i
O=C(Cn1cnc2ccccc2c1=O)OCC(=O)c1ccc2c(c1)OCCO2,0.32,i
O=C(CSC1=NS(=O)(=O)c2cc(F)ccc2N1)NCc1ccccc1,1,i
Cc1c(C=O)c2ccccc2n1CCOc1ccccc1,-0.51,i
COC(=O)CNC(=O)c1cccc(-c2ccc(OC)cc2)c1,-2.2,i
COC(=O)c1c(NC(=O)C2C3CCC(O3)C2C(=O)O)sc2c1CCCCCC2 (stereo unspecified),0.87,i
CC(=O)Nc1ccc(N/C=C2/CCCC2=O)cc1,1.6,i
Cc1nnc(SCC(N)=O)n1CCc1ccccc1,-1.7,i
COc1ccc(CN2CCCC(C(=O)N(C)Cc3ccccc3)C2)cc1OC (stereo unspecified),0.56,i
Cc1cc(C)cc(-n2ncc3c2CCCC3NC(=O)CCCn2cncn2)c1 (stereo unspecified),1.3,i
CCOC(=O)c1c(-c2ccccc2Cl)csc1NC(=O)CSc1nc(C)cc(=O)[nH]1,-0.12,i
O=C(COc1ncnc2sccc12)Nc1ccc2c(c1)OCCO2,-1.8,i
NC1=NC(=Nc2cccc(S(=O)(=O)N3CCOCC3)c2)c2ccccc21,1.6,i
O=C(c1ccc(CSc2ccc(Cl)cc2)cc1)N1CCCC1,0.09,i
O=C(O)/C=C\C(=O)Nc1ccccc1C(=O)NCc1ccccc1,-0.07,i
O=C(NCc1ccccc1)c1cc(-c2ccncc2)nc2ccccc12,2,i
O=C(NN1CCOCC1)c1ccccc1,1.5,i
CCOc1ccc(-n2c(=S)sc3c(=O)[nH]c(SCC(=O)NC(C)CC)nc32)cc1 (stereo unspecified),-1.4,i
COc1ccccc1CNC(=O)c1cccc(-c2ccc(C)c3ccccc23)n1,-0.06,i
CCn1c(SCC(=O)c2[nH]c(C)c(C(C)=O)c2C)nnc1-c1cccs1,-2.8,i
COc1ccc(N/C=C/C(=O)c2cc(OC)c(OC)c(OC)c2)cc1,1.5,i
O=C(CSc1nnnn1C1CCCCC1)Nc1cccc(NC(=O)c2ccco2)c1,-0.22,i
NC(=O)c1ccc(NC(=O)CCN2C(=O)c3ccccc3C2=O)cc1,0.57,i
CCN(CC)C(=O)Cn1c(=O)n(-c2ccccc2)c(=O)c2c3c(sc21)CCC3,1.3,i
Cc1nn(C)cc1CNC(=O)Nc1ccc(Cl)cc1,0.19,i
O=c1[nH]c(=O)n(Cc2ccccc2)c2c1CCC2,0.59,i

One compound at a time (already shown). Order of values: Kir21 block | KCNQ2 block
CCn1c(SCC(=O)c2[nH]c(C)c(C(C)=O)c2C)nnc1-c1cccs1 is entered as -2.8 | i
COc1ccc(CN2CCCC(C(=O)N(C)Cc3ccccc3)C2)cc1OC (stereo unspecified) is entered as 0.56 | i
COC(=O)CNC(=O)c1cccc(-c2ccc(OC)cc2)c1 is entered as -2.2 | i
CCOc1ccc(-n2c(=S)sc3c(=O)[nH]c(SCC(=O)NC(C)CC)nc32)cc1 (stereo unspecified) is entered as -1.4 | i
O=c1[nH]c(=O)n(Cc2ccccc2)c2c1CCC2 is entered as 0.59 | i

(cont.)
SMILES,Kir21 block,KCNQ2 block
Cc1ccc(C(=O)N/C(=C\c2cn(C)c3ccccc23)C(=O)NCCCN2CCOCC2)cc1,-0.01,i
O=C(NC(=S)NNC(=O)c1ccccc1O)c1cccs1,-0.82,i
CN1C(=O)C(C)(C)c2cc(S(=O)(=O)NCC3CCC(C(=O)NCc4ccccc4)CC3)ccc21 (stereo unspecified),0.41,i
COc1ccc(OC)c2c1sc(=NC(=O)C(C)C)n2C,1.5,i
COc1ccc(N(CCC#N)S(=O)(=O)c2ccc(Cl)cc2)cc1,-1.1,i
CCOC(=O)CSc1nc(N)nc(C)c1Cl,0.05,i
COc1ccc(-c2nn(-c3ccccc3)cc2C2CC(c3cccs3)=NN2C(=O)CCC(=O)O)cc1 (stereo unspecified),1.8,i
COc1ccc(NC(=O)CN(C)S(=O)(=O)c2ccc3c(c2)CC(C)N3C(C)=O)c(OC)c1 (stereo unspecified),0.37,i
Cn1c(=O)[nH]c(=O)c2c1nc(OC(=O)c1ccccc1)n2CC(O)COc1ccccc1 (stereo unspecified),0.43,i
O=C(NN=C1c2ccccc2-c2ccccc21)c1ccccn1,-0.23,i
Cc1ccc2[nH]c3c(=O)n(Cc4ccccn4)cnc3c2c1,-0.14,i
Cc1ccc2nc(C)cc(NCCO)c2c1,1.8,i
CC1CC1C(=O)OCC(=O)NCc1ccccc1Cl (stereo unspecified),0.17,i
CC(c1ccccc1)N1CCn2c(nc3cc(NC(=O)NC4CCCCC4)ccc32)C1 (stereo unspecified),-0.74,i
Cn1cccc1Cc1nnc(SCC(=O)Nc2cccc(F)c2)n1-c1ccc(F)cc1,-0.66,i
CCOC(=O)c1c(NC(=O)c2ccccc2C)sc2c1CC(C)(C)OC2,0.27,i
CC1=CC(C)(C)NC(=S)N1c1cccc(C)c1,1.8,i
CCn1c(N2CCN(C(=S)NC)CC2)nc2ccccc21,0.46,i
Cc1ccccc1NC(=O)CCN1CCCC1,0.99,i
Cc1[nH]n2c(=O)c3c(nc2c1-c1ccc(Cl)cc1)CCC3,-1.6,i
CCC(c1nnnn1Cc1cccs1)N1CCN(C(=O)c2ccco2)CC1 (stereo unspecified),0.3,i
Cc1cc(C(=O)N/N=C/c2cccnc2)cs1,-0.02,i
CC(C)(C)NC(=O)Nc1ccc(Br)cc1,-0.49,i
COc1cc2c(cc1OC)C(c1cccc(C)c1)CC(=O)N2 (stereo unspecified),0.34,i
COC(=O)c1ccc(C2/C(=C(\O)c3ccc4c(c3)OCCO4)C(=O)C(=O)N2CCCN2CCOCC2)cc1 (stereo unspecified),1.1,i

Retrieved by compound from above:
SMILES,Kir21 block,KCNQ2 block
CCOC(=O)c1c(NC(=O)c2ccccc2C)sc2c1CC(C)(C)OC2,0.27,i
COc1ccc(-c2nn(-c3ccccc3)cc2C2CC(c3cccs3)=NN2C(=O)CCC(=O)O)cc1 (stereo unspecified),1.8,i

Next section
Structure | Kir21 block | KCNQ2 block
Cc1cc(NC(=O)Cn2cc([N+](=O)[O-])cn2)no1 | -2 | i
CN(Cc1ccccc1)C(=O)N[C@@H](Cc1ccccc1)C(=O)O | -0.29 | i
CCCCC(=Nc1ccccc1OC)C1=C(O)CC(c2ccccc2)CC1=O (stereo unspecified) | -1.5 | -6.5*
Cc1cccc(C(=O)N2CCCCCC2)c1 | -0.14 | i
C/C(=N\NC(=O)c1n[nH]c2c1CCC2)c1ccco1 | -0.15 | i
Cc1ccc(C(=O)N/C(=C/c2ccco2)C(=O)NCc2ccco2)cc1 | 0.02 | i
O=S(=O)(NCCCN1CCOCC1)c1ccc2c(c1)OCCO2 | 0.04 | i
CN(C(=O)CCOc1ccccc1)c1c(N)n(Cc2ccccc2)c(=O)[nH]c1=O | -0.98 | i
Nc1nc(SCc2ccccc2Cl)n[nH]1 | 0 | i
Cc1ccc(C(C(=O)NCC2CCCO2)N(Cc2ccccc2)C(=O)c2ccc(-c3ccccc3)[nH]2)o1 (stereo unspecified) | 0.04 | i
CC(C)C(=O)Nc1ccc(C(=O)NNC(=O)NC2CCCCC2)cc1 | 0.05 | i
O=C1NCCN(Cc2cccc(Oc3ccccc3)c2)C1CC(=O)N1CCCO1 (stereo unspecified) | -0.47 | i
Cc1ccn2cc(-c3ccc4c(c3)NC(=O)CO4)nc2c1 | -2.1 | i
O=C(Nc1ccc(S(=O)(=O)Nc2ncccn2)cc1)c1ccccc1Cl | -0.69 | i
NC(=O)Cc1ccc2c(c1)[nH]c1ccccc12 | 0.32 | i
CCOC(=O)N1CCN(C(=O)c2cc(COc3cccc(C(C)=O)c3)on2)CC1 | 0.01 | i
COc1ccc(NC(=O)C2CCN(c3nc(C)cc(C)n3)CC2)cc1 | 0.06 | i
CCN1CCN(CCCNC(=O)c2cn(CCOC)c(=O)c3c2c2ccccc2n3C)CC1 | 2.9 | i
Cc1ccc(-n2c(CNc3ccc(F)cc3)nnc2SCC(=O)O)cc1 | 0.04 | i
Cc1ccc(C(=O)NNC(=O)CCCN2C(=O)/C(=C/c3ccccc3Cl)SC2=S)cc1 | 0.28 | i
O=C(CN(Cc1ccc(F)cc1)C(=O)CCC(=O)Nc1nccs1)NCc1ccccc1 | 1.4 | i
C=CCn1c(CNc2ccccc2)nnc1SCC(=O)N/N=C/c1ccccc1O | -2 | i
Cc1nc(S(=O)(=O)c2cccc(Cl)c2)nc2c1CCC2 | 1.6 | i
CN1c2ccccc2Oc2c(c(=O)n(C)c(=O)n2C)C1c1cccc([N+](=O)[O-])c1 (stereo unspecified) | 0.79 | i
Cc1ccc(-n2ncc3c2ncn2nc(-c4ccco4)nc32)c(C)c1 | -0.99 | i
CC1=C(C(=O)Nc2cccc(C)c2C)C(c2cccs2)NC(=S)N1 (stereo unspecified) | 0 | i
COC(=O)c1cccc(C(=O)N2CCCC(Nc3ccc4c(c3)OCCO4)C2)c1 (stereo unspecified) | 0.04 | i
Cc1ncc(CO)c(/C=N/NC(=O)c2cc(Br)ccc2O)c1O | -0.07 | i
O=C1CC(c2ccccc2)n2nc(NC(=O)c3ccccc3)nc2N1 (stereo unspecified) | 0.59 | i
O=C(O)C1CCCCC1C(=O)NC(c1ccccc1)c1ccccc1 (stereo unspecified) | 1.9 | i
O=C(CCn1c(=S)[nH]c2ccccc2c1=O)N1CCCCC1 | 0.04 | i
CCNc1nc(NCC)nc(N/N=C/c2ccccc2)n1 | 0.97 | i
O=C1CC(c2cccc(Cl)c2)C(n2cncn2)C(=O)C1C1NCCc2ccccc21 (stereo unspecified) | -0.22 | i
COc1ccc2c(c1)CC(N1CCN(C)CC1)c1cc(OC)ccc1S2 (stereo unspecified) | -2.9 | i
CN1C(=O)N2CN(C3CCCCC3)CN3C(=O)N(C)C1C23 (stereo unspecified) | 1.3 | i
COc1ccc(-n2c(=O)[nH]cc(C(=O)N3CCCc4ccccc43)c2=O)cc1 | -1 | i
CC(=O)NC(Cc1ccc(F)c(F)c1)C(=O)NC1CCN(C(=O)c2ccc(Cl)cc2)CC1 (stereo unspecified) | 2.4 | i
Nc1cc(-c2ccc(Br)cc2)nn1S(=O)(=O)c1cccc2nsnc12 | 0.04 | i
O=C(C[n+]1cccc2ccccc21)c1ccc(NC(=O)c2ccccc2)cc1 | -0.62 | i
Cn1cnnc1SCC(=O)NC1CCCC1 | -0.73 | i
CCc1nnc(SCc2ccc([N+](=O)[O-])cc2)nc1CC | 1.3 | i
CC(=O)Nc1ccc2c(c1)nc(CN1CCCC1)n2C | 0.01 | i
CCn1cc(CN2CCc3c([nH]c4ccccc34)C2c2cccc(OC)c2)c(C)n1 (stereo unspecified) | 0.58 | i
Fc1ccc(Cn2c(-c3cscn3)nc3ccccc32)c(Cl)c1 | 0.11 | i
Cc1cc(C(=O)CCl)c(C)n1CC1COc2ccccc2O1 (stereo unspecified) | 1.7 | i
CCOC(=O)c1cnc2ccccc2c1NCc1ccco1 | -2 | i
N/C(=N\OC(=O)/C=C/c1ccccc1)c1ccncc1 | -0.04 | i
Cc1cc(Cl)c2oc(C(=O)N3CCN(c4ccncc4)CC3)c(C)c2c1 | -5.1* | i
